Assay outcomes as filed in PubChem.
Akt phos inh: HTS Assay for Inhibitors of Akt Phophorylation: Primary Screen; Neuro2A IGF-stimulated pAkt S473 HTRF, 20 min; stronger effect = lower value; activity change, % for hits at 50 µM; 360,000 tested, 0.32% active; in the data active = activity change below about -80%; inconclusive = mostly about -51% to -80%; also: % is scaled to controls: 0 for no effect and ±100 for the full control effect
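Neuro2A cells (4,500/well, DMEM with 0.5% FBS) were treated with compound at a single 50 µM final concentration, stimulated with 6 nM IGF for 20 min at 37 °C, and lysed. Phospho-Akt Ser473 was read by HTRF as 665/615 ratio ×10^4.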
PTHR1 ag: qHTS for PTHR1 Agonists: Primary Screen; Parathyroid hormone/parathyroid hormone-related peptide receptor (Homo sapiens), Q03431; HEK293 GP2 PTHR1 cells, GloSensor cAMP luminescence, 1 h; Potency, µM (series often up to 115 µM), without a hit: at the highest dose activation, actives largely listed as activators; 410,000 tested, 0.075% active; also: potency is read from the fitted curve at half-maximal effect; nearly all actives have a fitted effect of over 55% in size; some results filed as inactive show a strong effect at the top dose; inactives centre near -15; many of its hits are not listed in these tables
Target sequence (Q03431 whole entry, looked up): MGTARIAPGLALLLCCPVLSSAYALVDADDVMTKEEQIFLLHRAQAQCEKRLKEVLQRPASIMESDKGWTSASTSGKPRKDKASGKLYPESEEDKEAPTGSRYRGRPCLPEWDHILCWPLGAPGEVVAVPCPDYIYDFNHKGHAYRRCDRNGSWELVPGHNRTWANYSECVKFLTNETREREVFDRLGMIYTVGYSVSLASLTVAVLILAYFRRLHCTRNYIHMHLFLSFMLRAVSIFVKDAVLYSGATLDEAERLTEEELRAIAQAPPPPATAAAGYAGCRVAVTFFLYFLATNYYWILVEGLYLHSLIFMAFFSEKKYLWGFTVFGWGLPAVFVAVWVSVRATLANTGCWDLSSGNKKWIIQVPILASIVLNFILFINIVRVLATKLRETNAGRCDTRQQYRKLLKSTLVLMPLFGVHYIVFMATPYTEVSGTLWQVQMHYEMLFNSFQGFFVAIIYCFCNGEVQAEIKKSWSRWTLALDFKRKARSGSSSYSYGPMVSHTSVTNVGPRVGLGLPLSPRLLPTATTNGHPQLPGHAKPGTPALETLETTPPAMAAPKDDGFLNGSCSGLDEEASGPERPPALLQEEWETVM
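HEK-293-derived GP2 cells expressing PTHR1 and a GloSensor cAMP reporter, 3,000/well, plated overnight, given luciferin plus IBMX (each 0.5 mM as added) for 1 h at 37 °C, then compound for 1 h at 37 °C. Luminescence was read after 15 min at room temperature.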
Abeta yeast res: qHTS for compounds that reverse cellular toxicity of Amyloid beta (A-beta) peptide in yeast: Primary Screen. yeast expressing A-beta42, growth rescue, OD600, 48 h; response scale: 0% DMSO, 100% iron-clioquinol control. Potency, µM (doses to about 46.1 µM), inactives show top-dose growth rescue, hits mostly activators. 410,000 tested, 0.063% active. AID 1347071, 2019; also: potency is read from the fitted curve at half-maximal effect; nearly all actives have a fitted effect of over 55% in size
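Yeast growth medium received pinned compounds, then yeast cells expressing toxic A-beta were added; plates incubated at 30 C for 48 hr. Growth read as absorbance at 600 nm, normalized to DMSO and equimolar FeCl3 plus clioquinol controls.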
TDP43 rescue: qHTS of TDP-43 Inhibitors | AID 652104, 2013 | TDP-43 expressing yeast growth rescue, BacTiter-Glo, 24 h | 410,000 tested, 1.8% active | Potency, µM (titrated, usually from 46.1 µM), for inactives: at the top dose growth rescue (activation), most hits filed as activators; also: potency is read from the fitted curve at half-maximal effect; % of control where 0% means no effect; nearly all actives have a fitted effect of over 50% in size
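Readout is BacTiter-Glo luminescence of cell growth, so inhibitors register as activators. TDP-43-expressing yeast at OD600=0.02 in galactose medium, after raffinose pregrowth to mid-log, were incubated with compound for 24 hr at 30 deg C.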
aSyn rescue: qHTS of alpha-syn Inhibitors. 370,000 tested, 0.14% active. AID 652106, 2013. Yeast expressing alpha-synuclein, growth rescue, BacTiter-Glo, 24 h. Potency, µM (top dose mostly 46.1 µM), for the others: at the top dose growth rescue (activation), actives largely listed as activators; also: potency is read from the fitted curve at half-maximal effect; % of control where 0% means no effect; nearly all actives have a fitted effect of over 65% in size
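Screening used galactose-induced yeast with toxic alpha-synuclein levels, exposed to compound for 24 hr at 30 deg C. Cell growth, read with BacTiter-Glo luminescence, gave the measured signal.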
FUS suppressor: qHTS for Suppressors of FUS Proteinopathy: Primary screen using FUS-linked yeast assay; 390,000 tested, 0.24% active; S. cerevisiae FUS-expressing, growth rescue, OD600, 24 h; AID 1347120, 2019; Potency, µM (highest dose often 76.6 µM), inactives show at the highest dose growth rescue (activation), hits mostly activators;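 also: potency is read from the fitted curve at half-maximal effect; plate controls were DMSO vehicle for no effect and reference control for full effect; nearly all actives have a fitted effect of over 55% in size; some results filed as inactive show a strong effect at the top dose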
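Yeast expressing FUS under galactose induction, OD 0.005 in 2% galactose medium; compounds in a dilution series, 24 h at 30C. Growth rescue by absorbance at 600 nm; CP55940 positive control, DMSO negative.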
HEK293 tox: qHTS of GLP-1 Receptor Inverse Agonists: Cytotox Screen; HEK293 cAMP-luciferase reporter cells, luminescence, 24 h; Potency, µM (top dose mostly 38.3 µM), without a hit: top-dose activity change, negative = inhibition, actives largely listed as inhibitors; 410,000 tested, 0.13% active;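 also: loss of luciferase light is scored as toxicity; potency is read from the fitted curve at half-maximal effect; % is scaled to controls: 0 for no effect and ±100 for the full control effect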
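Luminescence readout: signal drop marks cytotoxicity. Plated cells grew 12 h at 37 °C, 5% CO2, received 23 nL compound for 24 h, then got luciferase reagent, read after 12 min at RT.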
GLP1R inv ag: qHTS of GLP-1 Receptor Inverse Agonists (Inhibition Mode); HEK293 GLP-1R CRE-luciferase, luminescence, 24 h; GLP-1R form is constitutively active; Potency, µM (series often up to 38.3 µM), for the others: at the highest dose activity change, negative = inhibition, hits mostly inhibitors; 410,000 tested, 1.6% active; Glucagon-like peptide 1 receptor (Homo sapiens), P43220; also: potency is read from the fitted curve at half-maximal effect; % is scaled to controls: 0 for no effect and ±100 for the full control effect; nearly all actives have a fitted effect of over 55% in size
Target sequence (P43220 whole entry, looked up): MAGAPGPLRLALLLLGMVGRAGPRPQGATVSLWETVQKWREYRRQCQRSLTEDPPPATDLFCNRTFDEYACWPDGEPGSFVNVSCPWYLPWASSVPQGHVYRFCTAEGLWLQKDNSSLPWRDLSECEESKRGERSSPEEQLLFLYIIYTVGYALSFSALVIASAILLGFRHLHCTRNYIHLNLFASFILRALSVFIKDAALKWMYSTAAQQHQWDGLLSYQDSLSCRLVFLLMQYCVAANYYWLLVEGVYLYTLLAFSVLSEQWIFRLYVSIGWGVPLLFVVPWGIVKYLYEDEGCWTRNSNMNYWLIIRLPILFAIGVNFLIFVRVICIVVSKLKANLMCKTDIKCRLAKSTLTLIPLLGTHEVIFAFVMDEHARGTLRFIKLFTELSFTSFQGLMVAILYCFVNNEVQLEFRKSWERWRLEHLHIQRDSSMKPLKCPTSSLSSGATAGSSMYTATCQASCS
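Luminescence readout: a drop in cAMP-driven luciferase signal flags inverse agonism at a constitutively active GLP-1R stably expressed in HEK293. Compound exposure lasted 24 hr at 37 deg C, 5% CO2.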
Mm-Cpn inhibitor: Inhibitors of TCP-1 ring complex (TRiC) of Methanococcus maripaludis (MmCpn): qHTS; Potency, µM (series often up to 76.9 µM), for the others: at the top dose activity, negative = inhibition, actives largely listed as inhibitors; purified Mm-Cpn ATPase, ADP Transcreener TR-FRET; Chaperonin Mm-Cpn (Methanococcus maripaludis); 330,000 tested, 0.031% active; also: potency is read from the fitted curve at half-maximal effect; % is scaled to controls: 0 for no effect and ±100 for the full control effect; nearly all actives have a fitted effect of over 80% in size
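Eu-cryptate anti-ADP/ADP-d2 competition gives a ratio inversely related to ADP. Enzyme at 25 nM was pre-exposed to compound for 10 min, then given 10 uM ATP for 30 min, 37°C throughout.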
* hit, by the source's call; i = inactive; ? = inconclusive; / = no result given; & = joins results of further samples; [ ] = another dose, or the depositor's remark. Unless noted, calls follow the shape of the dose curve; as a rule, active = well fitted curve in the direction sought with a large enough effect; inconclusive = small, poorly fitted or top-dose-only effect, or another doubt; inactive = no such curve, though single readings can be large; an effect the other way counts as inactive or inconclusive. An excerpt. The share of hits here may be higher or lower than overall.

Below each SMILES: FUS suppressor | TDP43 rescue | HEK293 tox | Mm-Cpn inhibitor | Abeta yeast res | GLP1R inv ag | aSyn rescue | Akt phos inh | PTHR1 ag
- CSc1ccc(OC2(C)CCN(Cc3ccccc3)C2)cc1 (stereo not given)
    -9% | ? | 4% | / | -8% | -22% | 3% | i | -23%
- Cn1c2c(c(=O)c3ccccc31)CCC(C)(C)O2
    / | 21% | 10% | 0% | 11% | 0% | 3% | i | i
- COc1ccccc1C(=O)NC(CCSC)C(=O)N1CCC(Cc2ccccc2)CC1 (stereo not given)
    43% | -26% | 4% | 1% | -4% | ? | 13% | i | -21%
- O=C1C2CC3N1CCC31c3ccccc3-n3c1c2ccc3=O (stereo not given)
    / | 0% | -6% | / | 5% | -3% | 12% | i | -3%
- CCc1ccc(N2CC(c3nc4ccccc4n3Cc3ccccc3C)CC2=O)cc1 (stereo not given)
    ? | 28µM* | -14% | / | -4% | ? | / | / | -9%
- O=c1oc2ccccc2cc1-c1nnc(NCc2ccco2)s1
    5% | ? | 241%[activator] | -2% | 0% | 5% | 5% | i | -4%[57.5 µM]
- CCOc1ccc(S(=O)(=O)/N=C(/Nc2ccc(OC)cc2)c2ccccc2)cc1
    29% | 11% | -2% | -1% | 22% | ? | 11% | i | -9%
- CCOc1ccc(NS(=O)(=O)c2cc(OC)ccc2OC)cc1
    14% | -8% | 3% | -1% | 5% | -6% | 1% | / | -7%[57.5 µM]
- O=C(NCc1ccccn1)c1cc(-c2ccccc2Cl)nc2ccccc12
    / | 20µM* | 9% | -1% | -6% | 30%[activator] | 5% | i | -1%
- O=C(/C=C/c1cccs1)N1CCN(c2ccc(O)cc2)CC1
    16% | 6%[9.22 µM] | 18%[7.66 µM] | 1% | -27% | ? | 14% | i | -11%
- Cc1ccc(C(=O)c2oc3ccccc3c2NC(=O)COc2ccc(Cl)c(C)c2)cc1
    -25% | 22% | 0% | / | -5% | 10% | / | / | i
- CC(NC(=S)NC1CCCCC1)C(c1ccccc1)N1CCOCC1 (stereo not given)
    22% | -26% | ? | -5% | 3% | ? | 0% | i | i
- COc1ccc(CN2C(=O)CC(Cc3cc(C)cc(C)c3)C2=O)cc1OC (stereo not given)
    / | -1% | -16% | -1% | 8% | ? | 8% | i | -4%
- COc1cccc(C(=O)Oc2ccc3ccc(=O)oc3c2)c1
    -7% | -19% | 52%[activator] | -5% | -15% | 9% | 2% | i | i
- Cc1cc(C)n(C(=O)CNc2cccc(Cl)c2C)n1
    3% | 16% | -10% | -3% | 16% | 0% | 3% | i | i
- CC(=O)Nc1cc(C(F)(F)F)ccc1OCC1CCCO1 (stereo not given)
    -12% | -9% | 2% | 0% | -2% | 5% | -10% | i | i
- CC1(C)CC(=O)C2=C(C1)N(CC1CCCO1)C(=O)C2(O)C(F)(F)F (stereo not given)
    8% | -9% | 11% | 0% | 14% | 0% | 3% | i | i
- Cc1ccnc(NC(=O)c2ccc(NC(=O)c3ccco3)cc2)c1
    -38% | 20% | -7% | -4% | 0%[9.22 µM] | 7% | -11% | i | -11%
- COc1ccc(NC(=O)CSc2c3c(nc4ccccc24)CCC3)c(OC)c1
    14%&5% | 0%&25% | -9%&4% | 0% | 12%&-9% | 19%&27% | -6% | i | -22%&-11%
- CN1C(=O)c2ccc(NC(=O)c3cccc(N4C(=O)CCC4=O)c3)cc2C1=O
    -31% | -20% | -2% | -2% | -24% | 20% | -9% | i | -21%
- COc1ccc(CCNC(=O)Cn2nnc(C(=O)Nc3cc(C)ccc3C)c2N)cc1OC
    10% | 7% | -14% | -10% | 14% | -11% | 9% | i | -28%
- CCC(C)NC(=O)CNC(=O)c1nn(-c2ccc(OC)cc2)c(=O)c2ccccc12 (stereo not given)
    10% | -6% | -1% | -3% | -9% | 0% | -7% | i | -9%
- COc1ccccc1CNC(=O)CN(C)S(=O)(=O)c1ccc2c(c1)n(C)c(=O)c(=O)n2C
    11% | 0% | -3% | 2% | -9% | 8% | -6% | i | -3%
- COc1cc(C(=O)NC2(C(F)(F)F)C(=O)NC(C)=C2C#N)cc(OC)c1OC (stereo not given)
    0% | 11% | 0% | / | 2% | 15% | / | / | i
- COc1ccc(S(=O)(=O)N(CC(=O)O)Cc2ccccc2)cc1OC
    3% | -6% | -22% | -10% | 7% | -7% | -1% | i | i
- Cc1ccc(-c2cc3nc(-c4ccccc4)cc(C(F)(F)F)n3n2)cc1
    0% | 0% | 11% | / | -8% | 3% | / | / | i
- CCCCC/C=C/C1=CC(=O)C[C@H](c2ccc(OC)cc2)C1
    19% | 22% | 5% | -1% | 1% | ? | -5% | i | -22%
- O=C(NC1CCCCC1)c1cc2nc3c(c(C(F)(F)F)n2n1)CCCC3
    44% | ? | -2% | -1% | -19% | ? | 10% | i | -15%
- CCOC(=O)c1c(C)[nH]c(C(=O)N2CCCC(C(=O)c3cccc(OC)c3)C2)c1C (stereo not given)
    18% | 0% | 5% | 1% | -11% | -11% | -3% | i | -39%[inhibitor]
- Cc1ccccc1C(=O)Nc1cccc(-c2ccc3nncn3n2)c1
    5% | -6% | -11% | 2% | 4% | 26% | 2% | i | i
- CCCn1c(SCC(=O)Nc2ccc3c(c2)OCCO3)n[nH]c1=O
    2% | -1% | -2% | 1% | -4% | 9% | -1% | i | -21%
- COc1ccc(CN(CC(=O)NCCc2ccccc2)C(=O)CCC(=O)Nc2ccccn2)cc1
    3% | -13% | 4% | 1% | -11% | 1% | 0% | i | i
- O=C(C1CCCN1S(=O)(=O)c1ccc(Cl)cc1)N1CCOCC1 (stereo not given)
    10% | -18% | -25% | -1% | -3% | -5% | 5% | i | -13%[57.5 µM]
- CCOC(=O)C1=CC[C@@H](c2ccccc2)N(S(=O)(=O)c2ccc(C)cc2)[C@H]1c1ccccc1C
    5% | 5% | 5% | / | -3% | ? | -2% | i | -31%[inhibitor]
- C=CCn1cc(-c2cccc(C(F)(F)F)c2)cc(C#N)c1=O
    6% | 1% | 0% | 1% | 8% | 11% | 0% | i | -5%
- CCN(C(=O)COC(=O)/C=C/c1cccc(Cl)c1)c1c(N)n(Cc2ccccc2)c(=O)[nH]c1=O
    -6% | 10% | -10% | -2% | -9% | -22% | 1% | i | -20%
- CN(C)S(=O)(=O)N1CCC(Oc2ccc(C(=O)NC3CCCCC3)cc2)CC1
    -12% | -13% | -6% | 0% | -3% | -14% | -1% | i | -20%
- CC(=O)Nc1ccc(N(C(=O)Cc2cccs2)C(C(=O)NC2CCCC2)c2ccncc2)cc1 (stereo not given)
    5% | -4% | 0% | 2% | 5% | 9% | 2% | i | -14%
- CCOC(=O)[C@]12CCC=C1N(Cc1ccc3c(c1)OCO3)C(=O)[C@H](CC(=O)NCc1cccs1)C2
    33% | -1% | -8% | / | -9% | -9% | -1% | i | i
- C=CCOc1ccccc1CNc1ccc2[nH]c(=O)[nH]c2c1
    15% | 7% | 3% | -5% | -3% | 12% | -6% | i | -7%
- COc1ccccc1CNC(=O)CS(=O)Cc1nc(-c2ccccc2C)oc1C (stereo not given)
    0% | -3% | 11% | -2% | -9% | -16% | 2% | i | -2%
- Oc1cccc2c3c(oc12)CCCC3
    -8% | 27% | -30% | / | 8% | -2% | 1% | i | -24%
- O=C(CN(c1ccccc1)S(=O)(=O)c1ccccc1)Nc1ccccc1C(=O)NCc1ccco1
    / | 4% | 0% | -3% | 12% | ? | -1% | i | i
- CS/C(=N\S(=O)(=O)c1cccs1)Nc1cccc(Cl)c1C
    / | -36%[inhibitor] | -8% | -1% | -10% | ? | 1% | i | -25%
- COc1ccc(-c2cc(-c3nnc(-c4ccncc4)o3)c3ccccc3n2)cc1
    / | 15% | -7% | -1% | 1% | -1% | 5% | i | i
- O=C(Cn1cnc2ccccc2c1=O)NNC(=O)c1ccccc1
    -6% | 5% | 18% | -2% | -14% | 13% | 5% | i | i
- O=C(CSc1n[nH]c(-c2ccncc2)n1)Nc1ccccc1C(F)(F)F
    13% | -11% | -8% | 0% | -6% | 8% | -10% | i | i
- CCCCNC(=O)[C@]1(C)CCC[C@@]2(C)C3CC[C@@]4(C)C[C@]3(CCC21)CC4=O (stereo not given in full)
    21% | ? | -17% | -1% | 3% | ? | 3% | i | i
- Cc1onc(-c2ccccc2)c1C(=O)N/N=C/C=C/c1ccccc1
    9% | 5% | -2% | 3% | 6% | -27% | -7% | i | -8%
- O=C(CSc1nnc(C2CC2)n1-c1ccccc1)NCCN1C(=O)CSC1=O
    -5% | 16% | 0%[0.307 µM] | -1% | 17% | -29%[0.307 µM] | 0% | i | -10%
- Cc1cc(C)c2[nH]c(C)c(CN3CCCCCC3)c(=O)c2c1
    -8% | 3% | 1% | 0% | -21% | 12% | 7% | i | -15%
- Cc1ccccc1NC(=O)CC1NCCNC1=O (stereo not given)
    16% | 7% | -1% | / | -10% | 1% | / | / | ?
